H69AR inhibit: growth inhibitors of human H69AR lung tumor cells. H69AR lung tumor viability, ATP luminescence, 72 h; stronger effect = lower value. viability, % at 10 µM. 85,000 compounds, 6% hits. AID 598;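 active = viability at or below 40%; inactive = viability above 40%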;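 also: multidrug resistant small cell line overexpressing MRP-1 efflux transporter; 100% = mean luminescence of untreated control wells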
VCAM1 TNFa inh: reduces TNF alpha induced VCAM1 expression in HUVEC | inhibition, % at 2 µM | 95,000 compounds, 0.48% hits | HUVEC TNFa-induced VCAM-1 immunofluorescence, high-content imaging;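 active = inhibition above the batch mean plus 3 SD, with images confirmed as a hit by eye, cut at about 37% in these data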;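 also: 0% = TNF-stimulated DMSO wells and 100% = unstimulated control wells; not every result past the cut was called active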
HUVEC tox TNFa: HUVEC cytotoxicity counter-screen, TNF alpha stimulated | HUVEC TNFalpha-stimulated, Hoechst cell count, imaging | 93,000 compounds, 0.17% hits | cell count reduction, % at 2 µM;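 active = cell count reduction exceeding the screen mean by over 5 SD, scaled to untreated wells per plate, cut at about 78% in these data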;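 also: cells counted after 24 h of TNF alpha exposure following the 1 h pretreatment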
cytoskel mod: cytoskeleton assembly modification. HUVEC TNFa F-actin phalloidin imaging, high content. inhibition, % at 2 µM. 91,000 compounds, 0.18% hits. AID 836;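 active = inhibition above the batch mean plus 3 SD and confirmed as a hit by visual image inspection, cut at about 30% in these data, passing the limit was not always enough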; also: strong numbers were not always called active
Smad3 FoxH1 inh: inhibitors of human Smad3 transcription factor binding; P84022; TR-FRET Smad3/Dy647-FoxH1 peptide binding, europium anti-His; inhibition, % at 25 µM; 88,000 compounds, 0.29% hits;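 active = compounds that reduce the energy-transfer binding signal between the protein and its labelled peptide by more than half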;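 also: 0% = Smad3 plus labelled peptide maximal FRET and 100% = peptide-only background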
IL1B cytotox: toxic to HUVEC cells under IL-1B stimulation | HUVEC cell count loss, Hoechst imaging, IL-1B stimulated | 94,000 compounds, 0.41% hits | cell count reduction, % at 2 µM;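 active = cell count reduction more than 3 SD above the screen-wide mean, cut at about 70% in these data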;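 also: normalized per plate to untreated control cells as the no-loss baseline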
Fibroblast inh: blocks proliferation of human lung fibroblasts | 85,000 compounds, 1.1% hits | viability, % at 10 µM | AID 719 | LL 47 human lung fibroblast viability, ATP luminescence; stronger effect = lower value;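 active = viability at or below 50% in the single dose screen; inactive = viability above 50%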;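 also: compound exposure lasted 72 h before the ATP readout; 100% = median luminescence of untreated cell-only wells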
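Material: Human LL 47 lung fibroblast cells | Input: 1,150 cells/well | Buffer or medium: IMEM plus 15% FBS | Compound dosing: 0.1% DMSO in all compound wells | Times: Overnight cell rest, 72 h compound treatment at 37 °C | Signal: CellTiter-Glo luminescence measuring cellular ATP | Measure: % viability versus median cells-only luminescence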
HUVEC prolif 384: human endothelial cell proliferation inhibition. viability, % at 10 µM (by protocol). HUVEC proliferation, CellTiter-Glo luminescence, 72 h; stronger effect = lower value. AID 648. 86,000 compounds, 1.1% hits;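 active = viability at or below 30%; inactive = viability above 30%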;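 also: 100% = median luminescence of DMSO-only cell control wells on each plate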
Pyk2 oligo antag: antagonists of human Pyk2 oligomerization; Q293 cells, Pyk2 FERM NanoBiT luminescence; stronger effect = lower value; z-score (the deposit names both 25 µM and 10 µM); Q14289; 99,000 compounds, 0.83% hits;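 active = Z-score of -3 or lower, scaled per plate to the spread of control and sample wells; inactive = z-score above -3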;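 also: negative z-score means lost luminescence so less FERM oligomerization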
Target sequence (Q14289 whole entry, looked up): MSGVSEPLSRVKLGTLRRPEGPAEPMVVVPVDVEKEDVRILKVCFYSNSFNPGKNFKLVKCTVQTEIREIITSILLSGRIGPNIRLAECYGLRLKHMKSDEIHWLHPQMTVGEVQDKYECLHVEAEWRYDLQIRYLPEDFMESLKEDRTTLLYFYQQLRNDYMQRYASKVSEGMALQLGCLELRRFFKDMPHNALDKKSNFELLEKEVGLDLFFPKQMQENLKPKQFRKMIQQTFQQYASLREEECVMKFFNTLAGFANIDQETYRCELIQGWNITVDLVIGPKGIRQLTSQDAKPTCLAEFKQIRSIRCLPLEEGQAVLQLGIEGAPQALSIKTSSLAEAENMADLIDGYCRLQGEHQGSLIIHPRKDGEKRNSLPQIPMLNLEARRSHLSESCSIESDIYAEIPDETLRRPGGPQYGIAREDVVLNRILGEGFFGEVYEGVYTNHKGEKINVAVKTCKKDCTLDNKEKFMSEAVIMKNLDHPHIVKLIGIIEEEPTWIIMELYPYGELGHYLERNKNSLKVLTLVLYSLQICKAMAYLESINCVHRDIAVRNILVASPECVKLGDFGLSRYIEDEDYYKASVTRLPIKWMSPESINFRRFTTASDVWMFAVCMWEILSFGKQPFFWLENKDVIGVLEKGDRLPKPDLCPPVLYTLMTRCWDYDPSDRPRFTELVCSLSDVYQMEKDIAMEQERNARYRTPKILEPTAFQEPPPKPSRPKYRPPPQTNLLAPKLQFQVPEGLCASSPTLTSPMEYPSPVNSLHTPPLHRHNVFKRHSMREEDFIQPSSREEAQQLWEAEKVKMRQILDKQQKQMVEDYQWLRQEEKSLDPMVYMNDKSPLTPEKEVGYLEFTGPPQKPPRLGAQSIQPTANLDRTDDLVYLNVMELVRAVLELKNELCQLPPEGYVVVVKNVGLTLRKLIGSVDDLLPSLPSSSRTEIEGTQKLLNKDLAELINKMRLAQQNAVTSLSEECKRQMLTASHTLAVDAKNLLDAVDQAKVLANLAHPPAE
The depositor's hits bear a star; . = no result given; [ ] = another dose, or the depositor's remark. This is a subset; rates above refer to the full screens.

SMILES	H69AR inhibit	VCAM1 TNFa inh	HUVEC tox TNFa	cytoskel mod	Smad3 FoxH1 inh	IL1B cytotox	Fibroblast inh	HUVEC prolif 384	Pyk2 oligo antag
COc1ccc(-c2cc(C(F)(F)F)nc(N3CCCCC3)n2)cc1OC	96	-13	-44	-9	-11	-9	103	120	0.3
O=C(CSc1n[nH]c(-c2ccncc2)n1)NC1CCS(=O)(=O)C1 (stereo not drawn)	100	-1	-22	11	3	-9	103	101	0.29
COc1cccc(CN2CCN(S(=O)(=O)c3ccc(Br)cc3)CC2)c1	99	2	-1	-4	10	.	102	94	-0.33
CCOC(=O)CSc1nnc(-c2ccc(NS(=O)(=O)c3ccc(C)cc3)cc2)o1	89	-12	-16	8	1	-69	93	70	1.5
O=c1cc(N2CCN(Cc3ccccc3)CC2)[nH]c(=O)n1Cc1ccc(F)cc1	98	15	-10	-20	7	18	85	88	0.63
FC(F)(F)c1nc2ccccc2nc1N/N=C/c1c(Cl)cccc1Cl	.	-12	5	-17	.	-2	.	.	-0.25
CCCCOCCCNC(=O)CN1C(=O)c2ccccc2C1=O	97	-4	-4	-6	4	-8	101	101	0.61
CCc1nnc(NC(=O)CSc2nnc(-c3ccc(S(=O)(=O)N(CC)CC)cc3)n2CC)s1	100	4	-12	6	5	4	98	100	0.65
Cc1ccc(Nc2nc(-c3ccc(S(=O)(=O)N4CCOCC4)cc3)cs2)cc1	.	4	-28	19	.	20	.	.	-0.23
COc1ccc(N2C(=O)CSC2c2ccncc2)cc1 (stereo not drawn)	87	.	.	.	-6	.	105	96	0.85
CC1(C)CC2CC(C)(CN2S(=O)(=O)c2ccc(C(=O)Nc3ccc(Cl)c(S(=O)(=O)N4CCOCC4)c3)cc2)C1 (stereo not drawn)	.	-6	-28	1	.	-79	.	.	0.1
CC(=O)Nc1ccc(NC(=O)C2CCCN(c3nnc(-n4cccc4)s3)C2)cc1 (stereo not drawn)	.	10	-24	60	.	0	.	.	-0.73
COc1ccc(CCNC(=O)c2nc3ncccn3n2)cc1OC	97	9	-20	-4	-9	-39	104	93	0.43
CCCCCC(=O)N1CC2(C)CN(C(=O)CCCCC)CC(C)(C1)C2=O	102	12	-34	5	2	-22	102	104	0.84
CCCn1c(N)c(Sc2ccccc2)c(=O)n(CCC)c1=O	93	22	-9	-1	-1	-5	93	100	0.33
Cc1cc(-n2nnc3ccccc32)nc2ccccc12	46	12	1	-16	6	-22	88	59	-0.85
CC(OC(=O)CCCc1nc2ccccc2s1)C(N)=O (stereo not drawn)	101	4	13	2	2	10	100	98	1
Cc1sc2nc(SCc3nc(-c4cccs4)no3)n(-c3ccccc3)c(=O)c2c1C	.	-3	2	-2	.	4	.	.	-0.13
C=CCNC(=O)c1ccc(Sc2ccccc2)c([N+](=O)[O-])c1	.	7	16	28	.	-20	.	.	-0.98
CCCCCCC(=O)Nc1c2c(nc3ccccc13)N(C)CC2	84	16	-6	-13	3	19	93	89	-0.52
CS(=O)(=O)N(CC(=O)Nc1ccc2c(c1)OCCO2)Cc1ccc(Cl)cc1	86	15	5	-7	-5	12	101	106	-0.65
Clc1ccccc1OCCCCn1ccnc1	88	-19	-16	22	10[fluorescence artefact?]	1	96	103	0.32
O=C(NC(NC(=S)Nc1ccc(Cl)c(Cl)c1)C(Cl)(Cl)Cl)c1ccco1 (stereo not drawn)	.	-3	-3	.	.	-7	.	.	-2.2
O=C(CSc1nnc(-c2ccncc2)n1-c1ccc(Cl)cc1)NCc1cccs1	87	0	-11	4	-10	-5	104	101	-0.37
COc1ccc(-n2c(SCCC#N)nnc2-c2cc(Cl)ccc2OC)cc1Cl	24*	.	.	.	9[fluorescence artefact?]	-5	62	51	-0.79
C=CCn1c(=O)c2c(C)c(C)sc2n2c(Nc3ccc(OC)cc3)nnc12	87	-3	-2	4	-7	17	104	106	-1.9
CCOc1cc(/C=N/O)cc(Br)c1OC	91	5	6	-5	6	12	98	94	3.7
CCc1ccc2oc(-c3ccc(N)cc3)nc2c1	41	-4	2	11	9	5	95	86	-1.9
Cc1cc(C)nc(SCCC(=O)Nc2ccccc2C)n1	.	18	-7	13	.	.	.	.	0.67
Cc1cccc(NC(=S)NCc2ccccn2)c1	.	10	-26	11	.	5	.	.	-0.24
CCCSc1nc(C)c(CC(=O)OCC)c(=O)[nH]1	103	21	-6	0	12	.	102	104	0.51
CC(=O)NC1Sc2ccccc2N=C1c1ccccc1 (stereo not drawn)	73	-15	6	-36	-5	-23	90	83	-1
O=C(CC(Nc1ccccc1Cl)C(=O)OCC(=O)c1cccs1)c1ccccc1 (stereo not drawn)	.	-13	-13	-9	.	6	.	.	0.79
Fc1ccc(OCc2nn3c(Cn4nnc5ccccc54)nnc3s2)cc1	105	.	.	.	7	.	92	89	1.5
CCOc1cccc(C(=O)Nc2nc(-c3ccc(S(=O)(=O)N4CCOCC4)cc3)cs2)c1	32*	-22	-5	-17	1	-2	83	81	-2.2
Cc1noc(NS(=O)(=O)c2ccc(NC(=O)c3cnc4scc(C)n4c3=O)cc2)c1C	91	.	.	.	14	.	106	100	.
O=C1c2ccccc2C(=O)N1C/C=C/c1ccccc1	98	5	8	0	-2	-14	105	84	-0.9
COc1ccc(CNC(=O)C(C)NC(=O)c2cc3ccccc3o2)cc1 (stereo not drawn)	90	-11	-6	25	6	-16	99	82	0.26
O=C(NCC(=O)N(Cc1ccco1)C(C(=O)NC1CCCC1)c1cccnc1)c1cccs1 (stereo not drawn)	87	7	-8	-8	-12	-10	102	109	0.11
Cc1c(-c2ccccc2)[n+](=O)c(-c2ccco2)c(C)n1[O-]	98	-5	5	7	17	-26	98	93	-0.35
C=CCn1c(SCC(=O)N2CCOCC2)nc(O)cc1=O	82	2	-4	-15	-8	2	99	104	0.1
Nn1c(Cc2ccccc2F)nnc1SCC(=O)N1CC(=O)Nc2ccccc21	92	18	-22	23	11	15	107	97	0.33
CCCn1c(SCc2ccccc2)nc2c1c(=O)[nH]c(=O)n2C	59	.	.	.	-16	.	90	80	0.02
COC(=O)c1c(C(=O)OC)c2cccc3cc(-c4ccccc4)c4ccc1c4n32	.	19	-5	-12	.	-10	.	.	-2.4
Cc1c(C#N)c(=O)oc2ccc3ccccc3c12	.	11	-18	-13	.	-29	.	.	0.28
CCOC(=O)C1=C(O)CSC1=Nc1ccccc1	107	5	-21	20	0	-20	100	106	0.46
CCOc1ccccc1CNC(=O)c1cc2oc3ccccc3c2n1C	90	-2	-32	12	2	-9	85	83	-1.4
NC1=NC2(CCN(Cc3ccccc3)CC2)n2c(nc3ccccc32)N1	90	-3	8	-20	-5	-10	94	91	-0.62
Brc1ccc(-c2csc(N3CCC(c4ccccc4)C3)n2)cc1 (stereo not drawn)	.	-6	-8	-5	.	4	.	.	2.3
O=C(CCc1ccccc1)n1nc(-c2ccco2)nc1SCc1ccccc1	67	23	-32	-1	-7	2	96	96	.
COc1cccc(-c2csc(N3CCN(C(=S)Nc4ccccc4Cl)CC3)n2)c1	.	5	6	-19	.	0	.	.	-0.05
CCOC(=O)c1ccc(NC(=O)CSc2nccn2C)cc1	105	.	.	.	-2	.	103	104	-0.34
COC(=O)CS(=O)(=O)c1nnc([C@H](Cc2ccccc2)NC(=O)OC(C)(C)C)o1	0.3*	32	19	25	2	18	0.9*	80	0.06
OC(CN1CCOCC1)CN(c1ccccc1)c1ccccc1 (stereo not drawn)	88	-13	-18	14	-2	10	87	103	-0.24
O=C1C(=O)c2c(C(=O)c3ccccc3)coc2-c2ccccc21	0.5*	26	-4	-19	0	.	36*	3.2*	-3.6*
OC1CCCN(Cc2ccc3c(c2)Cc2ccccc2-3)C1 (stereo not drawn)	76	-6	-29	21	10	12	94	80	0.44
CCOc1ccc(S(=O)(=O)N2CCCCC2)c2ccccc12	73	-6	-19	-16	2	-7	97	99	-1.7
O=C(CN1C(=O)NC2(CCOc3ccccc32)C1=O)Nc1ccc2c(c1)OCCO2 (stereo not drawn)	95	6	-39	2	4	9	91	101	-0.41
COc1cc(/C=N\NC(=O)Cn2nnc3ccccc32)cc(OC)c1OC	.	6	3	-10	.	12	.	.	1.4
Cc1nn(-c2ccccc2)c(C)c1NC(=O)c1ccc(S(=O)(=O)N2CCCC2)cc1	53	12	-13	2	7	5	98	87	0.2
Carrying on:
SMILES	H69AR inhibit	VCAM1 TNFa inh	HUVEC tox TNFa	cytoskel mod	Smad3 FoxH1 inh	IL1B cytotox	Fibroblast inh	HUVEC prolif 384	Pyk2 oligo antag
Cc1noc(C)c1S(=O)(=O)Nc1ccc(C(=O)N2CCCCC2)cc1	94	10	-26	.	8	0	109	101	1.2
COCCNC(=O)CN1CCC(NC(=O)Nc2ccc(C(F)(F)F)cc2)CC1	99	18	-24	1	13[fluorescence artefact?]	-7	97	95	-0.02
CC(C)NC(=O)C(Sc1ccccc1)c1ccccc1 (stereo not drawn)	.	-3	-23	17	.	4	.	.	-0.4
CCN1CCN(C(=O)c2nn(-c3ccc(OC)cc3)c(=O)c3c2c2ccccc2n3C)CC1	67	.	.	.	13	.	92	91	.
CCc1ccc(OCc2nnc(SCC(=O)NCc3ccco3)o2)cc1	89	-9	1	1	9[fluorescence artefact?]	-23	87	88	0.16
C/C(=C\C#N)n1nc(C)cc1N	92	1	-18	-17	3	-17	98	96	-0.27
CCOc1ccc(C2C(C#N)=C(N)SC(N)=C2C#N)cc1OCC	65	.	.	.	16[fluorescence artefact?]	.	99	97	-0.38
O=C(CN1CCN(C(c2ccccc2)c2ccccc2)CC1)N1CCOCC1	102	-1	-26	-4	9	-17	94	112	0.43
O=C(CSc1ncnc2ccccc12)NCCCO	89	5	-20	-10	-7	-22	97	92	0.72
Cc1noc(C)c1S(=O)(=O)NC1CCN(Cc2ccccc2)CC1	99	2	-18	12	-9	-1	103	94	.
CNC(=O)c1nnn(Cc2ccccc2)c1NC(C)=O	108	-17	-16	11	3	-8	100	95	-0.13
CCOC(=O)C1=C(N)c2ccccc2CC1C(C)C (stereo not drawn)	89	4	-19	-7	-5	1	98	99	1.3

Complete entries as entered above. Values in the order: H69AR inhibit, VCAM1 TNFa inh, HUVEC tox TNFa, cytoskel mod, Smad3 FoxH1 inh, IL1B cytotox, Fibroblast inh, HUVEC prolif 384, Pyk2 oligo antag
`COC(=O)c1c(C(=O)OC)c2cccc3cc(-c4ccccc4)c4ccc1c4n32` is entered as ., 19, -5, -12, ., -10, ., ., -2.4
`Cc1c(-c2ccccc2)[n+](=O)c(-c2ccco2)c(C)n1[O-]` is entered as 98, -5, 5, 7, 17, -26, 98, 93, -0.35
`COc1ccc(-n2c(SCCC#N)nnc2-c2cc(Cl)ccc2OC)cc1Cl` is entered as 24*, ., ., ., 9[fluorescence artefact?], -5, 62, 51, -0.79

Further compounds:
SMILES	H69AR inhibit	VCAM1 TNFa inh	HUVEC tox TNFa	cytoskel mod	Smad3 FoxH1 inh	IL1B cytotox	Fibroblast inh	HUVEC prolif 384	Pyk2 oligo antag
CN1CC=C2C(C#N)=C(N)C(C#N)(C#N)C(Cc3ccccc3)C2C1 (stereo not drawn)	57	-14	-7	35	1	-42	90	85	-0.5
CCOc1ccccc1NC(=O)NS(=O)(=O)c1ccc(C)cc1	99	-6	9	-28	-7	10	98	86	0
O=S(=O)(Nc1ccc2c3c(cccc13)CC2)c1ccc(F)cc1	.	-3	10	-20	.	26	.	.	-0.34
COc1ccc2c(c1)OCC1=C2CCC2(C)C(=O)CC=C12 (stereo not drawn)	11*	-13	12	-26	-14	24	93	77	.
CCOC(=O)c1[nH]c2ccc(OC)cc2c1NC(=O)CN1CCSCC1	82	3	-21	6	14	-33	98	89	1.7
Cc1nc(NC2=NCN(Cc3ccc4c(c3)OCO4)CN2)nc2ccccc12	89	.	.	.	-2	.	93	104	.

High-throughput results (PubChem)
